Assay outcomes as filed in PubChem BioAssay.
GC-B act: GC-B (human) receptor activation. P20594. HEK293-GC-B cells, CNP EC30, cGMP TR-FRET; 0% at EC30 CNP, 100% saturating CNP. activation, % at 10 µM. 0.11% of 370,000 active. AID 1920062;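 active means activation at 10 µM reaching about 35% in either raw or pattern-adjusted values, limit read from the data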
sPLA2-III inh: Inhibits HGIII-sPLA2 liposome hydrolysis, primary screen; inhibition, % at 12.2 µM; QFRET BODIPY PC-A2 liposome hydrolysis, fluorescence; Q9NZ20; AID 743126; 0.56% of 370,000 active;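 active means inhibition above mean plus 3 SD of compounds lying within the high and low control bounds, cut at about 19% in these data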;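 further: 0% = median of test compound wells and 100% = no enzyme DMSO wells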
rCAG RNA binder: binds r(CAG) RNA repeats; inhibition, % at 3 µM; AID 651821; r(CAG) RNA repeat, TO-PRO-1 dye displacement fluorescence; 1.3% of 370,000 active;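 active means inhibition above the plate cutoff, the mean of all test compounds on that plate plus 3 SD, cut at about 35% in these data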;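 further: 0% = DMSO alone and 100% = 100 µM mitoxantrone as full dye displacement; higher means more dye released from RNA so lower well fluorescence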
proKLK7 act: activates the human kallikrein-7 zymogen; 0.9% of 370,000 active; purified proKLK7, EDANS-DABCYL substrate fluorescence; 100% is mature enzyme control, 0% vehicle; activation, % at 7 µM; P49862;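 active means activation above the mean of all tested compounds plus 3 SD, computed per campaign excluding outliers beyond control limits, cut at about 13% in these data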
FXN GAA850 act: increases GAA850 frataxin promoter reporter activity; HEK293 lucGAA850 FXN promoter luciferase reporter, 24 h; percent of 10 µM SAHA response; activation, % at 6 µM; 0.56% of 360,000 active; AID 540364;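 active means activation above the average of all compounds screened plus 3 SD, cutoff fixed separately per campaign, cut at about 7.5% in these data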;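 further: 0% = DMSO wells and 100% = 10 µM SAHA wells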
ARFGAP1 inhibitor: inhibits rat ARF GTPase activating protein 1. 0.26% of 360,000 active. Arfgap1-stimulated ARF1 GTP hydrolysis, GDP FP detection. inhibition, % at 16.5 µM;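 active means inhibition above a per-plate limit, mean inhibition of low control wells plus 3 SD, cut at about 25% in these data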;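 further: 0% = DMSO wells with enzyme and 100% = wells lacking Arfgap1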
Target sequence (Q62848 1-136 limits assumed): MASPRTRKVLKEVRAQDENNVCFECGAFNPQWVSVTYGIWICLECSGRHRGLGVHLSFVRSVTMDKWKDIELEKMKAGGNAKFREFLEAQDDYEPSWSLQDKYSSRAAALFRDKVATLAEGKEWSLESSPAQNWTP
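Material: rat Arfgap1 GAP domain (His6, aa 1-136), purified enzyme. Also added: human ARF1(Δ1-17)-GTP substrate. Compound dosing: 16.5 µM single point, 1.26% DMSO. Timing: enzyme reaction 120 min at 25 °C after 20 min preincubation. Signal: GDP detection by fluorescence polarization. Read-out basis: percent inhibition of GAP-stimulated GDP formation, scaled between DMSO and no-Arfgap1 medians.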
GC-A act: GC-A (human) enzyme activation; P16066; 0.14% of 370,000 active; HEK293 GC-A cells, cGMP TR-FRET, EC30 ANP; 0% at EC30 ANP, 100% saturating ANP; activation, % at 10 µM; in the data active means activation above about 40%
ADAM10 inh: inhibitors of human ADAM10; O14672; recombinant ADAM10, EDANS/DABCYL FRET peptide cleavage, 3 h; inhibition, % at 7 µM; 0.62% of 370,000 active;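 active means inhibition above a per-campaign cutoff equal to the mean of compounds falling between control-based bounds plus 3 SD, cut at about 20% in these data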;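 further: 0% = DMSO wells while the 100% control is not disclosed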
Target sequence (O14672 214-748 limits assumed): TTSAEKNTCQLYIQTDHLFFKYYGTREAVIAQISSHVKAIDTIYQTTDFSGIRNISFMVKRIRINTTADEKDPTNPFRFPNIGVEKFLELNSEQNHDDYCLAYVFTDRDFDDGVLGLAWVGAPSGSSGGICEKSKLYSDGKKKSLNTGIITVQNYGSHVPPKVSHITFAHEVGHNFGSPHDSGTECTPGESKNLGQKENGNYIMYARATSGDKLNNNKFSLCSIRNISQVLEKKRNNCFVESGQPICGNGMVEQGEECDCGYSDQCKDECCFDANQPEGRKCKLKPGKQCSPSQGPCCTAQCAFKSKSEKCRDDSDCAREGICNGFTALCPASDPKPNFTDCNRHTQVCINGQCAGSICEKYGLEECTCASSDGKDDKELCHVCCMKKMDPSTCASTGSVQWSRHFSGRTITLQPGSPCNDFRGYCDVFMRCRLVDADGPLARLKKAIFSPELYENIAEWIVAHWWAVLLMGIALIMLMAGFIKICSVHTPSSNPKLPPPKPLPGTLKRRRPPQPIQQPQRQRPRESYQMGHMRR
Tn6 DDE FP: DD(E)-Tn6 binding inhibition, primary FP screen | AID 720509 | Fibrin DD(E) TRITC-Tn6 fluorescence polarization displacement | inhibition, % at 8.3 µM | 0.21% of 370,000 active;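 active means inhibition above a per-campaign cutoff: mean of compounds within control limits plus 3 SD, cut at about 15% in these data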;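 further: 0% = median of all compound wells on the plate and 100% = blocking peptide control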
ASAP1 inh: inhibitors of human ASAP1 ArfGAP activity | Q9ULH1 | ASAP1-stimulated ARF1 GTP hydrolysis, GDP FP detection | inhibition, % at 16.5 µM | 0.19% of 360,000 active | AID 624377; in the data active means inhibition above about 25%;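 further: 0% = vehicle with enzyme and substrate and 100% = no enzyme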
Target sequence (Q9ULH1 325-724 limits assumed): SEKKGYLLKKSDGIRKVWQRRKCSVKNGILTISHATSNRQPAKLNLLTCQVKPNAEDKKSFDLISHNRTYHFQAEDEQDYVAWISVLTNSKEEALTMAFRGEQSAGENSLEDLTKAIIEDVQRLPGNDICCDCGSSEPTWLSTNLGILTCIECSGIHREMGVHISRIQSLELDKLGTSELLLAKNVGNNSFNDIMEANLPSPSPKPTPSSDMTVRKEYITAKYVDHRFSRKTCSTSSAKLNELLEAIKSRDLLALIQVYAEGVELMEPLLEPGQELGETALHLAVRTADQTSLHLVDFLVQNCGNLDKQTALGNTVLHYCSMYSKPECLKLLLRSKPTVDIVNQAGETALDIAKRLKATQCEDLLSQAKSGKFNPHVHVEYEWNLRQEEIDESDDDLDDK
* hit, by the source's call; i = inactive; . = not tested or not shown. Rows are unselected; about 4.5% have a hit in one of these screens.

SMILES	GC-B act	sPLA2-III inh	rCAG RNA binder	proKLK7 act	FXN GAA850 act	ARFGAP1 inhibitor	GC-A act	ADAM10 inh	Tn6 DDE FP	ASAP1 inh
COc1ccc(S(=O)(=O)Nc2ccccc2-c2nc3ccccc3[nH]c2=O)cc1	0	-12	4	-5.3	0.6	-8	-9	-40	-3	7
COc1cc(NC(=O)CCN2CCN(c3ccccc3F)CC2)cc(OC)c1	0	-14	1	-0.3	-1.7	0	3	0	0	-10
COc1ccc(CCNc2ncnc3[nH]ncc23)cc1OC	2	0	-1	-0.1	-1.0	-5	-4	-2	2	3
O=C(COC(=O)c1cc2ccccc2oc1=O)c1cccc([N+](=O)[O-])c1	6	-13	12	-0.1	1.5	-6	-2	12	-3	0
COc1ccc(/C=N/Nc2ccc(C(=O)O)cc2)c(OC)c1OC	-6	-1	1	-1.1	5.2	-5	-2	-9	0	-5
O=C(CSc1nnnn1-c1ccc(F)cc1)NCc1cccs1	-1	1	-3	-0.3	2.3	10	5	1	6	0
CCO[C@H]1OC(C(N)=O)=C[C@@H](c2ccccc2)[C@@H]1CCCO	-2	10	0	0.2	3.2	-9	1	6	-5	3
COc1ccc(C(=O)NCCCNC(=O)c2cnccn2)cc1Br	0	-1	0	-1.2	1.1	-8	-5	-1	5	11
COc1ccc(NC(=S)N2CCN(C/C=C/c3ccccc3)CC2)cc1	-4	-7	-4	0.2	1.1	4	0	10	3	-4
CC1(CCc2ccccc2)NC(=O)N(CC(=O)Nc2ccccc2C#N)C1=O (stereo not drawn)	6	1	3	0.2	1.0	-10	-1	-6	-3	-7
O=C(c1ccc(NS(=O)(=O)c2cccs2)cc1)N1CCN(c2ccccc2Cl)CC1	1	-34	21	0.3	-0.1	15	-1	5	-4	3
COc1ccc(C2C(C#N)=C(N)Oc3c2ccc2cccnc32)cc1OC (stereo not drawn)	7	-8	3	0.1	-1.9	-1	9	2	-1	5
COc1ccccc1C1CCN(Cc2ccc(Cl)c(Cl)c2)CC1	-4	-1	-4	0.7	2.4	-3	-4	1	-3	7
CCC(c1nnnn1-c1c(C)cccc1C)N1CCN(C/C=C/c2ccccc2)CC1 (stereo not drawn)	-2	-16	1	-0.4	.	-1	-1	-4	2	1
C#CCNC(=O)C1=C[C@@H](C2CCCCC2)C[C@@H](OCCCCO)O1	-2	2	-1	0.6	2.8	-7	0	1	6	-3
Cc1cnc(NS(=O)(=O)c2ccccc2)c(C)n1	-1	1	1	1.0	-0.5	10	6	-8	4	5
O=C(c1[nH]c(C(F)(F)F)nc1-c1ccccc1)N1CCN(c2ncc(C(F)(F)F)cc2Cl)CC1	5	-19	28	-0.4	.	7	3	2	-4	-7
CCOc1ccc(NC(=O)CCC(=O)N2CCSc3ccccc32)cc1	4	3	3	-0.2	-2.4	-3	2	-19	-6	-5
Cc1cccc(C)c1NC(=S)N1CCOCC1	1	7	-3	0.4	1.8	-19	4	-8	-2	3
COc1cc(Cl)c(C)cc1NC(=O)COC(=O)C1CC1C (stereo not drawn)	2	-1	3	0.1	-1.1	-10	-2	-11	1	-9
N#C/C(C(=O)Oc1ccccc1)=C1\C=Cc2ccccc2N1	-6	7	4	0.9	-0.1	3	1	3	-3	9
Cc1cccc2c1-c1sc(C(=O)NCCCN3CCCC(C)C3)cc1CO2 (stereo not drawn)	-9	-17	6	48*	-0.3	0	-9	i	5	-1
O=C1CSC(c2ccccc2[N+](=O)[O-])N1c1cccc(F)c1 (stereo not drawn)	-1	0	-3	0.1	-1.4	12	2	-1	1	8
O=C(CCN1CCCCC1)Nn1c(=S)[nH]c2ccccc2c1=O	2	0	1	0.4	-3.2	1	5	4	10	6
COc1ccccc1C(=O)NCCC(=O)N1CCCC(C(F)(F)F)C1 (stereo not drawn)	1	-1	-5	0.8	2.1	8	1	2	4	-10
CC(NC(=O)C12CC3CC(CC(C3)C1)C2)C(=O)NN=Cc1ccc([N+](=O)[O-])o1 (stereo not drawn)	-3	-1	13	-0.1	4.8	-3	-3	-15	0	-3
Cc1onc(-c2ccccc2Cl)c1C(=O)Nc1nnc(Cc2ccc(Cl)cc2)s1	2	-53	5	-0.7	-1.6	1	1	23*	0	10
Cc1ccc(N2CCN(C(=O)C3CCN(S(=O)(=O)c4cccc5nsnc45)CC3)CC2C)cc1 (stereo not drawn)	3	-10	9	0.3	-0.8	15	0	1	-5	3
CCn1c(SCC(=O)N2CCCC(C)C2)nc2c1c(=O)n(C)c(=O)n2C (stereo not drawn)	3	1	-5	0.2	-0.8	0	4	11	-4	-13
COC(=O)Cc1ccc2c3ccccc3n(C)c2c1	-1	-18	2	0.3	2.6	-6	6	-4	-2	4
COc1ccc(CNCC#Cc2ccccc2)c(OC)c1	4	9	5	0.2	.	.	0	-1	-2	.
CN(C)C(CNC(=O)c1cc(S(=O)(=O)N(C)c2ccc(F)cc2)ccc1Cl)c1ccco1 (stereo not drawn)	0	1	-4	0.7	-2.1	6	-1	-9	-2	-6
CSc1ncc(Cl)c(C(=O)Nc2c(C)cccc2C)n1	1	3	-2	0.9	0.0	2	2	3	5	5
O=C(OCc1nnc(-c2ccccc2)o1)c1cccc(-n2cnnn2)c1	-2	8	0	-0.9	0.4	4	2	-7	-1	2
O=C(NCc1ccccc1)c1cc(-c2ccncc2)nc2ccccc12	-7	-4	-4	0.2	3.2	7	-18	-7	2	1
CN1C2CCC1/C(=C/c1cccn1C)C(=O)/C2=C\c1cccn1C	1	0	-32	1.8	0.4	-4	-4	-23	0	-4
COCCCNC(=O)C(C#N)c1nc2ccccc2nc1N1CCN(Cc2ccccc2)CC1 (stereo not drawn)	0	-5	-2	-0.2	-0.1	6	0	-11	3	-10
Cc1cccc(-c2nnc3n2N=C(c2ccccc2Br)CS3)c1	4	-31	3	-0.1	3.3	-1	-1	2	-8	6
CC(=O)n1nc(-c2ccncc2)nc1SCC(=O)Nc1cccc(Cl)c1	-9	-2	3	0.1	1.4	-7	1	-2	3	9
N#CC1(NC(=O)COC(=O)CCCN=C2NS(=O)(=O)c3ccccc32)CCCCC1	6	0	1	-0.1	0.2	4	1	-3	4	-12
CC(C)=NNc1nc2sc3c(c2c(=O)[nH]1)CC(C)(C)OC3	2	0	12	-34	0.5	-2	-2	-440	8	4
COC(=O)c1cccnc1-n1c(=O)c2cccnc2n(Cc2cccc(C(F)(F)F)c2)c1=O	2	9	2	-0.3	3.6	12	-3	-7	-5	0
Cc1ccc2cc(NC(=O)CC(CC(=O)O)c3ccccc3)ccc2n1 (stereo not drawn)	5	-1	0	3.2	-0.9	-8	2	-71	7	6
COc1ccc(CNC(=S)Nc2ccc(Br)cc2)cc1	3	-9	4	-0.8	-0.3	5	3	13	-4	1
COc1ccc(-n2c(NNC(C)=O)nc3sc4c(c3c2=O)CCCC4)cc1	0	6	-1	0.2	-0.2	-3	1	0	0	2
CCc1ccc(Nc2n[n+](-c3ccccc3)c(-c3ccc(C(=O)O)cc3)s2)cc1	7	-9	14	1.2	0.2	-8	2	1	3	-17
CC(C)(C)OC(=O)N(CCc1ccccc1)Cc1ccccc1OCc1cccc(NC(=O)/C=C/c2ccccc2)c1	5	10	10	-1.6	-1.7	8	-6	-16	-7	8
CC(C)CNC(=O)CN1C(=O)NC2(CCc3ccccc32)C1=O (stereo not drawn)	2	4	1	0.4	-0.8	2	6	2	7	6
CC(=O)Nc1nc2ccccc2n1Cc1ccc(C)cc1	2	-5	-3	0.3	-0.8	-4	8	-2	-3	-14
O=C(O)CC/C(=C\c1ccc(Cl)c([N+](=O)[O-])c1)c1nc2ccccc2s1	-6	-13	39*	0.3	-1.0	0	-5	1	4	-7
Cc1cccc(C2CC3(CC(C)(C)NC(=S)N3)Oc3cc(O)ccc32)c1 (stereo not drawn)	3	4	-3	0.7	-7.0	-8	40	3	5	8
CC(OC(=O)C1CCN(S(=O)(=O)c2ccccc2)CC1)C(=O)Nc1ncc(Cl)cc1Cl (stereo not drawn)	3	-2	0	-0.6	-2.9	5	-1	-18	6	-6
CCN(CC)c1ccc(C=NNC(=O)Cc2cc(=O)[nH][nH]2)c(O)c1	6	-1	27	-5.5	.	.	-1	-11	6	.
Cc1ccc(NC(=O)CCc2ccc(S(=O)(=O)N3CCOCC3)cc2)c(O)c1	6	-18	12	-0.7	2.1	-8	-3	-11	1	-1
O=C(NCCc1ccccc1)c1cccc(S(=O)(=O)N2CCCCC2)c1	4	-12	-7	0.2	2.2	10	2	-4	11	-5
Cn1c(=O)c2[nH]c(SCC(=O)c3ccc(F)cc3)nc2n(C)c1=O	-7	3	0	0.3	0.1	-8	1	-4	-5	11
COc1ccc(CN2CCOCCOCCN(Cc3ccc(OC)cc3)CCOCCOCC2)cc1	-14	-4	-11	0.8	0.1	-1	-19	-7	4	0
CC(C)(C)NCc1cccn1-c1sc2c(c1C#N)CCCC2	1	5	1	0.1	0.2	0	0	1	-2	3
N#Cc1cccc(NC(=O)CSc2ccccc2)c1	4	-4	3	0.3	2.5	4	0	-5	-2	-3
COc1ccc(NC(=O)COC(=O)CCSc2ccccc2)cc1	-2	8	2	-0.6	0.0	-12	3	-13	-1	1

The final 4 records of the part above open the next one:
SMILES	GC-B act	sPLA2-III inh	rCAG RNA binder	proKLK7 act	FXN GAA850 act	ARFGAP1 inhibitor	GC-A act	ADAM10 inh	Tn6 DDE FP	ASAP1 inh
COc1ccc(CN2CCOCCOCCN(Cc3ccc(OC)cc3)CCOCCOCC2)cc1	-14	-4	-11	0.8	0.1	-1	-19	-7	4	0
CC(C)(C)NCc1cccn1-c1sc2c(c1C#N)CCCC2	1	5	1	0.1	0.2	0	0	1	-2	3
N#Cc1cccc(NC(=O)CSc2ccccc2)c1	4	-4	3	0.3	2.5	4	0	-5	-2	-3
COc1ccc(NC(=O)COC(=O)CCSc2ccccc2)cc1	-2	8	2	-0.6	0.0	-12	3	-13	-1	1
Cc1ccsc1C(=O)OCC(=O)Nc1ccc(Cl)cn1	-3	3	2	-0.2	1.0	7	-2	-26	-1	0
CS(=O)(=O)Nc1ccc(S(=O)(=O)N2CCCCCC2)cc1	1	-4	1	-0.6	1.0	-7	2	4	-2	0
COc1ccc(C(=O)c2c[nH]c(C(=O)NCc3ccco3)c2)cc1	-8	0	-1	-0.7	0.6	3	-2	11	0	-13
CCC(=O)Oc1ccc(NC(=O)c2ccc(S(=O)(=O)N3CCCC3)cc2)cc1	7	-14	3	0.3	0.6	0	0	-4	12	6
O=C(COc1ccc(Br)cc1Cl)NNC(=O)c1ccccc1	-4	-10	5	0.0	1.1	-8	0	-8	7	6
C/C(=N\OC(=O)c1ccc(OC(C)C)cc1)c1ccc(C)c(C)c1	5	1	-4	0.7	3.8	-12	1	-5	-10	-9
O=C(NCC1CCCO1)c1ccc2c(c1)C(=O)N(C1CCCCC1)C2=O (stereo not drawn)	-6	4	0	0.2	0.4	-17	2	0	-1	11
CCSc1nnc(NC(=O)c2nc(-c3ccccc3)n(-c3ccccc3)n2)s1	-2	0	11	0.0	0.0	-2	-2	-1	9	12
